EPAC1 antagonist = blocks human EPAC1 exchange factor; O95398; EPAC1 GEF assay, Rap1b-BODIPY-GDP exchange fluorescence; Potency, µM (series often up to 115 µM), for the others: at the highest dose activity change, negative = inhibition, usual class: inhibitors; 0.14% of 360,000 active; AID 720709;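 note: potency is the fitted concentration of half-maximal effect; plate controls were vehicle for no effect and positive control for full effect; nearly all actives have a fitted effect of over 50% in size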
Target sequence (O95398 whole entry, looked up): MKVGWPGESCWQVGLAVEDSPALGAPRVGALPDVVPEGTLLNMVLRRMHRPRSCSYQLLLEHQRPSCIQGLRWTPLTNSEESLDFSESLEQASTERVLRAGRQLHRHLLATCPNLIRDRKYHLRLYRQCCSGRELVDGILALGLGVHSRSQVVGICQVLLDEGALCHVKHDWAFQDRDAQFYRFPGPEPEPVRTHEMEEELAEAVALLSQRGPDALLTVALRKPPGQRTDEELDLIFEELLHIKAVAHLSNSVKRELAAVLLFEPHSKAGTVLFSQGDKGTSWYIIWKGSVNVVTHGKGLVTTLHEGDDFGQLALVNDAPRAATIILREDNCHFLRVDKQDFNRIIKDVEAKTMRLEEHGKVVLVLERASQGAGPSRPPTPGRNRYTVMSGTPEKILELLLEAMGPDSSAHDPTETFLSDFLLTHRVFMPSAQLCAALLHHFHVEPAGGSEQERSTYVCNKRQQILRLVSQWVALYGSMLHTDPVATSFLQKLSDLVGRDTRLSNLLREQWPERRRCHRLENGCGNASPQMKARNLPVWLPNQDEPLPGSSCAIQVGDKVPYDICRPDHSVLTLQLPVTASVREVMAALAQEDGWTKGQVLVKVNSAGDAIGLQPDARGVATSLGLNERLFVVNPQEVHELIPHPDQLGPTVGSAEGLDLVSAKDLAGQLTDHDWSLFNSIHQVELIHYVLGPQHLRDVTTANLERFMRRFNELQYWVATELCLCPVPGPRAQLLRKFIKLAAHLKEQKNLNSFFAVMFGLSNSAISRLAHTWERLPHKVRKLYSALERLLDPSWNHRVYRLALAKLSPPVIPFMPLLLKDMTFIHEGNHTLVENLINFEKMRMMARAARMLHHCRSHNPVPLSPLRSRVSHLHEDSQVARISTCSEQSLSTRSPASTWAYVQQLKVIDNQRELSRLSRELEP
PI5P4K alpha inh = PI5P4K alpha (human) kinase inhibition; PI5P4Kalpha enzyme, ADP-Glo luminescence, 60 min; active compounds read low; AID 652105; max response, %; P48426; 1.2% of 330,000 active; active = max response of -50% or lower; inconclusive = between -30% and -50%; inactive = -30% or higher; note: value at the top dose of about 77 µM; % is set by controls: 0 for no effect and ±100 for the full control effect
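qHTS, 1536-well: enzyme/substrate mix, compound by pin tool, 5 microM ATP final; RT 60 min; ADP-Glo reagents 1 (45 min) then 2 (30 min); luminescence.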
Abeta yeast res = restores growth of yeast expressing A-beta42 peptide | 0.063% of 410,000 active | Potency, µM (top dose mostly 46.1 µM), for the others: at the top dose growth rescue, usual class: activators | AID 1347071 | yeast expressing A-beta42, growth rescue, OD600, 48 h; response scale: 0% DMSO, 100% iron-clioquinol control; note: potency is the fitted concentration of half-maximal effect; nearly all actives have a fitted effect of over 55% in size
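Yeast growth medium received pinned compounds, then yeast cells expressing toxic A-beta were added; plates incubated at 30 C for 48 hr. Growth read as absorbance at 600 nm, normalized to DMSO and equimolar FeCl3 plus clioquinol controls.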
IL-2 act = activates IL-2 in a cell-based reporter assay; 0.065% of 360,000 active; activation, % (series mostly up to about 46 µM); AID 652025; IL-2 activation reporter assay, cell-based qHTS; stimulated with anti-CD3/CD4/CD28 beads; in transgenic mouse T cells; in the data active = activation above about 50%; inconclusive = mostly about 30% to 49%; note: 0% is about no effect
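Quantitative HTS in unstimulated transgenic mouse T cells, with memory T cells as non-tolerant control and PMA/ionomycin as tolerance-bypass control. Compound pretreatment lasted 60 minutes before 18 h bead stimulation; EGFP/DsRed fluorescence read.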
FUS yeast rescue = suppressors of FUS proteinopathy in yeast | AID 1347120 | 0.24% of 390,000 active | S. cerevisiae FUS-expressing, growth rescue, OD600, 24 h | Potency, µM (doses to about 76.6 µM), inactives show at the highest dose growth rescue (activation), hits mostly activators;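 note: potency is the fitted concentration of half-maximal effect; plate controls were DMSO vehicle for no effect and reference control for full effect; nearly all actives have a fitted effect of over 55% in size; some results filed as inactive show a strong effect at the top dose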
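Absorbance at 600 nm, taken 24hr after compound addition, measured rescue of FUS-yeast growth at 30C. Induction used 2% galactose with seeding at OD 0.005. Controls: CP55940 from 92uM final, DMSO only.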
aSyn rescue = rescues yeast growth from alpha-synuclein toxicity; 0.14% of 370,000 active; Yeast expressing alpha-synuclein, growth rescue, BacTiter-Glo, 24 h; Potency, µM (titrated, usually from 46.1 µM), without a hit: at the top dose growth rescue (activation), usual class: activators; note: potency is the fitted concentration of half-maximal effect; % of control where 0% means no effect; nearly all actives have a fitted effect of over 65% in size
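Readout is rescue of growth in alpha-synuclein-expressing yeast, so inhibitors of toxicity appear as activators. Growth after 24 hr at 30 deg C in galactose medium is quantified by luminescence.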
PLK1 PBD block = blocks phosphopeptide binding to human PLK1 polo-box domain; P53350; 2.8% of 360,000 active; Potency, µM, inactives show max response, negative = inhibition, usual class: inhibitors; Plk1 PBD binding of FITC phosphopeptide, fluorescence polarization; AID 720504; note: potency is the fitted concentration of half-maximal effect; series mostly up to about 57 µM; % is set by controls: 0 for no effect and ±100 for the full control effect; nearly all actives have a fitted effect of over 65% in size
WRN helicase inh = blocks human WRN helicase; Q14191; WRN helicase unwinding, fluorescent forked duplex, kinetic; Potency, µM (titrated, usually from 114 µM), for the others: top-dose activity change, negative = inhibition, usual class: inhibitors; 0.46% of 360,000 active; AID 651768; note: potency is the fitted concentration of half-maximal effect; % is set by controls: 0 for no effect and ±100 for the full control effect; nearly all actives have a fitted effect of over 55% in size
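WRN at 20 nM final preincubated with compound 15 min at room temperature; reaction started with 100 nM fluorophore/quencher forked duplex oligonucleotide and 2 mM ATP final. Unwinding followed kinetically by red fluorescence (ex 525, em 598 nm).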
EPAC1 ag = agonists of human EPAC1; O95398; EPAC1 agonist qHTS, biochemical assay; response scale: 100% = response to 6.5 mM cAMP; Potency, µM (doses to about 154 µM), without a hit: at the highest dose activation, most hits filed as activators; 0.073% of 360,000 active; note: potency is the fitted concentration of half-maximal effect; nearly all actives have a fitted effect of over 60% in size
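Nucleotide exchange by EPAC1 (100 nM) on Rap1B–BODIPY-GDP (250 nM) in the presence of 50 uM GDP is tracked fluorescently at 480/540 nm over 30 min. Signals are normalized to a 6.5 mM cAMP control.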
Numbers without * were called inactive; u = inconclusive; x = not tested or not shown; [ ] = another dose, or the depositor's remark. Unless noted, calls come from the whole dose curve; as a rule, active = well fitted curve in the direction sought with a large enough effect; inconclusive = small, poorly fitted or top-dose-only effect, or another doubt; inactive = no such curve, though single readings can be large; an effect the other way counts as inactive or inconclusive.

(1) COc1cccc(-c2nnc(SCc3nc4ccccc4[nH]3)n2N)c1
(2) CCN(CCNC(=O)C1=C(C)C(=O)OC12CCC(C)CC2)c1ccccc1 (stereo not given)
(3) CC(=O)c1cccc(S(=O)(=O)N2CCC(C(=O)Oc3ccc(-c4nnco4)cc3)CC2)c1
(4) COc1ccc(-n2c(SC(C)C(=O)N3CCOCC3)nc3ccccc3c2=O)cc1 (stereo not given)
(5) Cc1ccc(Cl)cc1N1CCN(C(=O)CCC(=O)O)CC1
(6) COc1ccc(C)cc1N(C)C(=O)Cc1c(C(=O)O)n(C)c2ccccc12
screen / no.	1	2	3	4	5	6
WRN helicase inh	0%	-3%	-3%	-21%	6%[57.1 µM]	0%
IL-2 act	0.1	-4.3	0.6	0.0	-2.7	-3.4
EPAC1 antagonist	-4%	3%	9%	-10%	3%	-4%
PI5P4K alpha inh	-3	11	2	-3	-9	-2
FUS yeast rescue	10%	-4%	20%	x	15%	35%
Abeta yeast res	-12%	28%	31%	0%	-10%	9%
aSyn rescue	-8%	11%	2%	-1%	14%	-30%
EPAC1 ag	8%	-2%	-7%	4%	-4%	5%
PLK1 PBD block	-8%	3%	-3%	-2%	-6%	-16%

(7) C=CC[C@@H](CC(=O)N[C@@H](CO)Cc1ccccc1)C(=O)N[C@@H](COC(=O)[C@@H](CC=C)CC(=O)OC(C)(C)C)Cc1c[nH]c2ccccc12
(8) O=C(OCC(=O)c1ccc(Cl)s1)c1ccc2ccccc2n1
(9) COc1ccccc1Nc1nnc(SCc2cc(=O)n3ccsc3n2)s1
(10) O=C(NC(=O)c1cccc(Cl)c1)OC[C@@H]1CCCN2CCCCC12 (stereo not given in full)
(11) C[C@@]12C(=O)Nc3ccc(F)cc3C(=O)N1[C@H]1c3ccccc3OC[C@@H]1[C@@H]2c1ccccc1
(12) O=C(NC1CCCCC1)N1CCN(Cc2nc3ccccc3c(=O)[nH]2)CC1
screen / no.	7	8	9	10	11	12
WRN helicase inh	-9%	-16%	-6%	-1%	-4%	-13%
IL-2 act	0.0	1.6	0.6	-3.1	0.3	0.5
EPAC1 antagonist	-22%	-6%	6%	-11%	-24%	5%
PI5P4K alpha inh	10	-13	-19	-8	-2	1
FUS yeast rescue	20%	x	15%	-13%	u	20%
Abeta yeast res	2%	-4%	24%	-5%	-75%[inhibitor]	-8%
aSyn rescue	5%	10%	u	0%	7%	-9%
EPAC1 ag	-30%	4%	5%	-14%	4%	-1%
PLK1 PBD block	0%	-14%	-12%	-2%	24µM*	-1%

(13) CCCCN1CC(=O)N2[C@@H]3c4cc(Br)ccc4OC[C@@H]3[C@H](C(=O)OCC)[C@]2(C)C1=O
(14) CCOC(=O)Cn1c(=NC(=O)CC)sc2c(C)cc(C)cc21
(15) O=C(CN1CCN(Cc2cccc(C(F)(F)F)c2)CC1)NCC(=O)Nc1ccc(F)c(F)c1F
(16) O=C(CCC(=O)OCc1ccc(Cl)cc1)Nc1ccccc1
(17) CCN(CC)c1ccc(-n2c(C)cc(C=O)c2C)cc1
(18) O=C(COC(=O)Cc1ccc(Cl)cc1Cl)NCc1ccccc1
screen / no.	13	14	15	16	17	18
WRN helicase inh	-7%	-3%	-2%	-3%	7%	3%
IL-2 act	0.8	-0.3	-1.8	-0.7	-1.0	-0.1
EPAC1 antagonist	-22%	-3%	-6%	-5%	1%	-19%
PI5P4K alpha inh	0	2	0	8	-4	-10
FUS yeast rescue	19%	-17%	x	-4%	11%	-48%[inhibitor]
Abeta yeast res	1%	-3%	0%	1%	-18%	-16%
aSyn rescue	9%	1%	1%	7%	-2%	13%
EPAC1 ag	-12%	14%	-4%	-5%	-3%	-4%
PLK1 PBD block	u	0%	0%	-4%	-18%	-10%

(19) OC1(c2ccc(F)cc2)CN(c2ccccc2)C2=[N+]1CCS2 (stereo not given)
(20) Cc1cc(C)n(C(=O)CCCn2nc(C)c([N+](=O)[O-])c2C)n1
(21) Cc1cc(N)ccc1N=Nc1c(C)n(C)n(-c2ccccc2)c1=O
(22) O=C(CCc1nnc(-c2ccsc2)o1)N1CCc2c(Cl)cccc2C1
(23) Cc1c(NC(=O)c2ccc(-c3ccccc3)cc2)cccc1C(=O)O
(24) COC(=O)C1(CC2CC(c3cccc(Br)c3)=NO2)CCN(C(=O)OC(C)(C)C)CC1 (stereo not given)
screen / no.	19	20	21	22	23	24
WRN helicase inh	u	0%	-3%	13%	2%	-6%
IL-2 act	-0.8	-2.7	-1.3	-2.2	-2.5	-0.9
EPAC1 antagonist	-26%	3%	-9%	-1%	8%	-11%
PI5P4K alpha inh	-5	-3	0	2	-7	17
FUS yeast rescue	30%	-13%	x	4%	4%	u
Abeta yeast res	11%	-3%	-2%	-10%	2%	0%
aSyn rescue	13%	5%	-6%	15%	11%	7%
EPAC1 ag	15%	9%	-6%	8%	11%	-1%
PLK1 PBD block	-8%	-12%	-14%	-12%	-1%	-10%

(25) CC(C)NC(=O)NC(=O)CSc1ncccn1
(26) Clc1ccc(C2=NCCn3nc4ccccc4c32)cc1
(27) Cc1ccc(CNC(=O)C2CC(=O)N(C3CCCCCCC3)C2)cc1 (stereo not given)
(28) NC(=O)NC(c1ccc(Cl)cc1)c1ccccc1Cl (stereo not given)
(29) CC1=CC(C)C(C[N+]2(C)CCCCC2)C(C)C1 (stereo not given)
(30) c1ccc(OCc2noc(CN3CCC(C4CCCCC4)C3)n2)cc1 (stereo not given)
screen / no.	25	26	27	28	29	30
WRN helicase inh	-4%	4%	-9%	3%	4%	-5%
IL-2 act	-0.1	2.5	-1.6	0.2	-2.4	-4.5
EPAC1 antagonist	2%	0%	2%	8%	9%	-3%
PI5P4K alpha inh	4	-4	6	-2	-3	7
FUS yeast rescue	-42%	-16%	x	-1%	1%	3%
Abeta yeast res	8%	4%	10%	1%	-4%	1%
aSyn rescue	-5%	3%	6%	6%	1%	8%
EPAC1 ag	19%	-3%	-7%	8%	-5%	4%
PLK1 PBD block	-3%	-8%	-1%	0%	u	-7%

(31) Cc1cc(C)n(-c2nc3ccccc3nc2N2CCN(C(=O)c3ccc(F)cc3)CC2)n1
(32) O=S(=O)(Nc1ccc2c(c1)OCO2)c1ccc(Cl)cc1F
(33) CCn1cc(C(=O)O)c(=O)c2cc(F)c(N3CCN(C(=S)NC(=O)c4ccc(F)cc4)CC3)cc21
(34) CC(C)OCCCNC(=O)c1ccccc1NC(=O)C1=CSCCO1
(35) Cc1ccc(NCc2nnc(SCC(=O)O)n2Cc2ccccc2)cc1Cl
(36) O=C(CN1CCCN(Cc2ccc(F)cc2Cl)C1=O)NC1CCCCCCC1
screen / no.	31	32	33	34	35	36
WRN helicase inh	-7%	4%	-7%	-4%	-10%	-12%
IL-2 act	-0.9	-0.7	-3.8	4.6	0.1	-4.3
EPAC1 antagonist	-6%	-21%	1%	8%	-9%	3%
PI5P4K alpha inh	x	-13	2	3	-4	x
FUS yeast rescue	u	-15%	u	-11%	-1%	31%
Abeta yeast res	-66%[inhibitor]	30%	-8%	x	2%	16%
aSyn rescue	11%	9%	-11%	-1%	-3%	-13%
EPAC1 ag	1%	11%	6%	11%	-1%	-6%
PLK1 PBD block	-16%	-5%	-20%	-1%	-11%	-1%

(37) Cc1cc(OCC(=O)NCCc2c[nH]c3ccccc23)c2c(C)c(C)c(=O)oc2c1
(38) Cc1cccc(C)c1N1CCN(S(=O)(=O)c2ccccc2)CC1
(39) COc1ccc(C(=O)c2ccc(OC)c(Br)c2)cc1Br
(40) CCN1C(=O)c2cccc3c(S(=O)(=O)N4CCCC4C(=O)O)ccc1c23 (stereo not given)
(41) CC1(C(=O)Nc2ccc3c(c2)OCO3)CCN1C(=O)Cc1cc(F)ccc1F (stereo not given)
(42) COc1ccc(Br)cc1S(=O)(=O)N(CC(=O)N1CCOCC1)c1ccccc1
(43) CCc1cc(=O)[nH]c(SC/C=C/c2ccccc2)n1
(44) Cc1nnc2n(-c3ccccc3)c(=O)c3c4c(sc3n12)COC(C)(C)C4
screen / no.	37	38	39	40	41	42	43	44
WRN helicase inh	-2%	1%	-12%	-16%	5%[57.1 µM]	-10%	-6%	3%
IL-2 act	-0.7	-0.4	-1.2	-2.5	-0.6	-0.1	-0.4	-0.3
EPAC1 antagonist	1%	7%	-3%	9%	-3%	0%	-12%	1%
PI5P4K alpha inh	2	11	1	-13	-3	x	-2	1
FUS yeast rescue	-11%	-43%[inhibitor]	5%	-10%	-11%	-6%	-6%	1%
Abeta yeast res	-24%	11%	10%	-3%	6%	8%	x	-1%
aSyn rescue	-3%	-5%	16%	4%	2%	0%	4%	-6%
EPAC1 ag	-15%	10%	-3%	1%	3%	5%	-4%	-2%
PLK1 PBD block	-2%	-9%	19µM*	5%	-9%	0%	-6%	-2%
